High-throughput results as filed in PubChem.
pPAFAH inh: inhibitors of human plasma PAF acetylhydrolase (pPAFAH) | inhibition, % at 3.39 µM | recombinant pPAFAH, FP-rhodamine probe fluorescence polarization | Q13093 | 1.5% of 330,000 active;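 active = inhibition above the mean inhibition across the screen plus 3 SD, cut at about 25% in these data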;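 note: inhibitors block binding of the rhodamine activity-based probe so polarization drops; 0% = enzyme with DMSO and 100% = wells lacking pPAFAH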
LYPLA2 counter: blocks human lysophospholipase 2, a PME1 counter-screen. recombinant LYPLA2, FP-Rh probe fluorescence polarization. 0.38% of 320,000 active. O95372. inhibition, % at 5.9 µM. AID 2177;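 active = inhibition above the screen-wide mean plus 3 SD, limit set per campaign, cut at about 26% in these data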;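 note: 0% = LYPLA2 with DMSO and 100% = wells lacking LYPLA2 enzyme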
Target sequence (O95372 whole entry, looked up): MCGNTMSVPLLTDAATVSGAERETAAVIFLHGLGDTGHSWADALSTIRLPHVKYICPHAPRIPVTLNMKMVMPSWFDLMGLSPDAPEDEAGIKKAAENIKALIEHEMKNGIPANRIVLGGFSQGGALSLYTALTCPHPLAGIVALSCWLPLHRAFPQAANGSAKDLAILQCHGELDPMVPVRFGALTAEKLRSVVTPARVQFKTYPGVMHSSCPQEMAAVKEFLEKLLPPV
PREPL inh: human PREPL enzyme inhibition | recombinant PREPL, fluorescence polarization activity-based probe | inhibition, % at 5.96 µM | 0.68% of 320,000 active | AID 2751; in the data active = inhibition above about 43%;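 note: 0% = enzyme with DMSO and 100% = wells lacking enzyme; many of its hits are not listed in these tables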
ZTA DNA inh: counter-screen for EBNA-1 inhibitors: inhibitors of Epstein-Barr virus ZTA; inhibition, % at 11 µM; AID 2234; 0.15% of 320,000 active; ZTA-DNA binding, fluorescence polarization; P03206; in the data active = inhibition above about 33%
Target sequence (P03206 whole entry, looked up): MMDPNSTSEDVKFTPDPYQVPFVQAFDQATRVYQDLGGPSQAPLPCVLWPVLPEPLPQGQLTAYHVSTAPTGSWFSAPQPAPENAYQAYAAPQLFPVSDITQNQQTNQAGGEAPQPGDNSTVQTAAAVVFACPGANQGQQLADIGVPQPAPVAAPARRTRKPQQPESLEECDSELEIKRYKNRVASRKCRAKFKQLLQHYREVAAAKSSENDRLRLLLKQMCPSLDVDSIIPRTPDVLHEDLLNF
EBNA-1 inh: blocks EBNA-1 binding to DNA; EBNA-1 DNA binding, fluorescence polarization; inhibition, % at 14.8 µM; 0.34% of 300,000 active; AID 1950; in the data active = inhibition above about 28%
LYPLA1 inh: LYPLA1 (human) inhibition in PME1 counter-screen. O75608. recombinant LYPLA1, FP-Rh probe fluorescence polarization. inhibition, % at 5.9 µM. 0.16% of 320,000 active. AID 2174;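 active = inhibition above the mean of all tested compounds plus 3 SD, set per campaign, cut at about 14% in these data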;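 note: inhibitors block serine hydrolase probe labeling of LYPLA1 so polarization falls; 0% = enzyme with DMSO and 100% = wells lacking LYPLA1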
Target sequence (O75608 whole entry, looked up): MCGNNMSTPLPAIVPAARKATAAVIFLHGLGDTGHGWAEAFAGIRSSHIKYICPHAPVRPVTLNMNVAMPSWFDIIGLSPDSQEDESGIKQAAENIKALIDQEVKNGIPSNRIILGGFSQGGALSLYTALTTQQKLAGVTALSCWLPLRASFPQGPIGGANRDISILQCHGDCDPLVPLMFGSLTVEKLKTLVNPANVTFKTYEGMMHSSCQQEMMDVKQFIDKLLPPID
PAFAH2 inh: PAFAH2 (human) inhibition; inhibition, % at 3.39 µM; AID 492956; recombinant PAFAH2, FP-rhodamine activity probe, fluorescence polarization; 0.99% of 340,000 active;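 active = inhibition above the mean over all tested compounds plus 3 SD, cut at about 30% in these data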;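 note: inhibitors block probe labeling of enzyme so polarization drops; 0% = enzyme with DMSO and 100% = wells lacking PAFAH2 protein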
PAFAH1B3 FP inh: blocks human PAF acetylhydrolase 1B catalytic subunit 3; Q15102; recombinant PAFAH1B3, FP-rhodamine probe, fluorescence polarization; inhibition, % at 3.39 µM; 0.28% of 340,000 active; AID 492972;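 active = inhibition above the screen-wide average of all tested compounds plus 3 SD, cut at about 25% in these data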;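 note: 0% = enzyme with DMSO only and 100% = wells lacking PAFAH1B3 protein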
PAFAH1B2 FP inh: PAFAH1B2 (human) inhibition | P68402 | recombinant PAFAH1B2, FP-rhodamine activity probe, fluorescence polarization | AID 492953 | inhibition, % at 3.39 µM | 1.2% of 340,000 active;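 active = inhibition above the mean of all tested compounds plus 3 SD, cut at about 24% in these data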;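 note: 0% = enzyme with DMSO and 100% = wells lacking PAFAH1B2; many of its hits are not listed in these tables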
Target sequence (P68402 whole entry, looked up): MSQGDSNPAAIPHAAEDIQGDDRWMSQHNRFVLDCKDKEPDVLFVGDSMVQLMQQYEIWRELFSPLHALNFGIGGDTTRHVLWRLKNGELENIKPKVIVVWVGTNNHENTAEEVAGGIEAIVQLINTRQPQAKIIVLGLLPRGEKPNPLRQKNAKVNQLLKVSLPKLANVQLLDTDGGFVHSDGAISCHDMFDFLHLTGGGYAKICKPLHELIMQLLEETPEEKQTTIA
Starred values were filed as active, the others as inactive; · = no result given.

SMILES	pPAFAH inh	LYPLA2 counter	PREPL inh	ZTA DNA inh	EBNA-1 inh	LYPLA1 inh	PAFAH2 inh	PAFAH1B3 FP inh	PAFAH1B2 FP inh
O=C(Nc1ccc2c(c1)CCCN2C(=O)c1cccs1)c1c(F)cccc1Cl	3	4	8	42*	-11	-3	0	2	-2
Cc1cc(C)nc(NCC(O)CNc2ccccc2C)n1 (centres undefined)	2	1	-4	8	0	-2	-5	11	1
Nc1nc(CN2CCC(Cc3ccccc3)CC2)nc(Nc2ccccc2)n1	11	2	8	-3	7	-1	-3	4	6
COc1ccc(N2C(=O)C3ON(C4SC(=S)N(C)C4(C)C)C(c4ccc([N+](=O)[O-])cc4)C3C2=O)cc1 (centres undefined)	-1	2	-10	11	9	2	-2	7	3
O=C(Nc1ccccc1)N1CCC(n2c(=O)[nH]c3ccccc32)CC1	0	0	-13	10	4	-2	3	0	-1
CC(C)CCNC(=O)c1ccc(CS(=O)(=O)Cc2ccccc2F)o1	19	-5	-4	12	8	-2	-2	-1	-1
CCOc1ccccc1OCC(=O)Nc1nc2ccccc2[nH]1	1	3	14	-15	14	0	0	19	-1
CC(=O)Nc1nc2c(C)cc(NC(=O)C3CCCCC3)cc2s1	4	2	-3	-2	-2	3	-1	10	-2
NS(=O)(=O)c1ccc(N2N=C(c3ccccc3)CC2c2cccc(Cl)c2)cc1 (centres undefined)	9	·	·	·	·	·	-4	7	2
Cc1ccc(NC(=O)C2CCCN(c3ncccn3)C2)cc1C (centres undefined)	1	-3	6	-18	8	3	-4	-4	4
COc1ccc(F)cc1S(=O)(=O)N1CCCN(S(=O)(=O)c2cc(F)ccc2OC)CC1	1	-7	-3	-5	4	-4	9	5	1
COc1ccc(NS(=O)(=O)c2ccc(NC(=O)c3ccc(CN4CCOCC4)cc3)cc2)cc1	21	-8	-4	7	15	-8	-7	5	-4
C=CCNC(=O)COC(=O)c1oc2ccccc2c1CSC1CCCCC1	3	-3	-2	3	-1	-4	-1	4	2
CCCC(=O)Nc1nc2nc(-c3ccccc3)cc(=O)n2[nH]1	3	-2	-16	2	6	1	6	3	3
CCCCCn1c(=O)[nH]c2cc(C(=O)NCCCN3CCCCC3)ccc2c1=O	-1	2	3	-6	-4	-2	-1	7	3
Cc1nc2ccccc2n1/N=C/c1cccnc1	1	4	6	-6	16	-2	7	-3	2
CC(C)n1c(CN2CCN(Cc3ccccc3)CC2)nc2ccccc21	5	-3	-14	-20	-3	3	-1	6	0
COc1ccc(OC)c(NC(=O)COC(=O)c2c3c(nc4ccccc24)CCCC3)c1	10	-2	16	0	-1	-5	6	-4	3
O=C(Nc1ccc(-c2csc(Nc3ccc(Cl)cc3)n2)cc1)c1ccccc1	2	·	11	·	·	·	-14	3	8
O=C(NCc1ccc(N2CCCC2=O)cc1)c1cnccn1	-3	0	-10	0	-5	2	-2	2	1
O=C1NC[C@H](c2ccccc2)OC(=O)[C@@H](Cc2ccc(F)cc2)CC/C=C/C[C@H]1CC(=O)N(CCO)Cc1ccccc1	-2	·	27	·	·	·	7	-6	9
COc1ccc(-c2cn3c4c(sc3n2)CCCC4)cc1	9	-1	16	9	5	-1	6	-8	2
CCCCC1=CC2=CC(=O)C(C)(OC(=O)CC)C(=O)C2=CN1c1ccccc1 (centres undefined)	5	-3	7	5	5	0	1	4	0
c1coc(-c2nc3ccccc3nc2-c2ccco2)c1	44*	7	32	7	4	-1	40*	26*	23
CCOC(=O)N1CCN(C(=O)C2CCN(S(C)(=O)=O)CC2)CC1	5	3	4	4	2	1	-2	5	4
O=C(CS(=O)(=O)Cc1ccccc1)N1CCN(c2ccccc2F)CC1	7	0	-10	-1	0	0	-3	4	-5
O=C(Nc1ccccc1N1CCN(C(=O)c2ccc(Cl)cc2)CC1)c1cc(Br)ccc1Cl	1	-12	9	0	-2	-4	2	-5	-3
CCC(CO)(CO)N(CC(=O)Nc1ccc(OC)cc1)CC(=O)Nc1ccc(OC)cc1	4	4	4	-7	4	-1	1	6	7
COC(=O)C1=C(C)N(Cc2ccccc2)C(=NCc2ccccc2)N[C@H]1c1cccc(C(F)(F)F)c1	1	·	-28	·	·	·	-2	8	6
O=C(NCc1ccccc1)C1CCN(S(=O)(=O)c2cc([N+](=O)[O-])ccc2Cl)CC1	3	-6	4	13	4	-2	8	1	4
Cc1cc(C)nc(SCC(=O)Nc2ccc3c(c2)OCO3)n1	-11	0	5	3	-11	0	-3	6	8
CC(C)CNC(=O)c1cc(-c2ccco2)on1	3	-1	14	-4	-8	2	2	3	1
NC(=O)c1c(NC(=O)c2ccc(N3C(=O)CCC3=O)cc2)sc2c1CCCC2	8	0	33	-8	·	-6	3	3	-1
S=C(Nc1ccc(-c2nc3ccccc3[nH]2)cc1)Nc1cccnc1	1	-16	0	-2	-11	-7	-40	-25	-9
Cc1ccc(O)c(C(=O)c2cnc3c(c2)CN(C)C(=O)N3)c1	2	-3	17	-22	12	0	7	-4	3
CCCCN(C(=O)CCC(=O)Nc1cc(C)on1)C(C(=O)NC1CCCC1)c1cccc(OC)c1 (centres undefined)	0	3	19	2	-16	-1	-1	1	5
COC(=O)CN(c1ccccc1)S(=O)(=O)c1ccccc1	-1	1	2	-5	6	-2	0	-10	2
Cc1cc(C)cc(SCc2noc(C(=O)NC(C)C)c2C(=O)NC(C)C)c1	10	1	-8	-9	-5	-3	5	1	4
O=[N+]([O-])c1ccc(OCCCn2cncn2)cc1	5	7	-3	-2	12	1	9	-2	0
O=C(Nc1nnc(-c2ccncc2)o1)c1ccccc1	1	3	18	5	0	2	4	12	2
CCn1c(SCC(=O)C(C)(C)C)nnc1-c1ccccc1OC	0	-7	4	12	-7	-3	1	3	1
CC(=O)c1cccc(NC(=O)N2CCCC2C(=O)Nc2cccc(C)c2)c1 (centres undefined)	-1	-4	0	6	-2	-4	1	6	3
COc1ccc(NC(=O)C2CCN(S(=O)(=O)c3ccc(N4CCCC4=O)cc3)CC2)cc1OC	-1	5	21	-3	0	3	-2	3	-2
O=C(Nc1ccccn1)NC1CCS(=O)(=O)C1 (centres undefined)	2	1	-5	13	14	-1	4	1	-1
CCOc1cc(CNCc2ccc(C(=O)O)cc2)ccc1OC	0	0	11	-11	3	2	6	-6	1

Entries of single compounds, looked up by structure. Order of screens: pPAFAH inh	LYPLA2 counter	PREPL inh	ZTA DNA inh	EBNA-1 inh	LYPLA1 inh	PAFAH2 inh	PAFAH1B3 FP inh	PAFAH1B2 FP inh
`CC(C)CNC(=O)c1cc(-c2ccco2)on1` in the list: 3	-1	14	-4	-8	2	2	3	1
`Cc1cc(C)nc(SCC(=O)Nc2ccc3c(c2)OCO3)n1` in the list: -11	0	5	3	-11	0	-3	6	8
`COC(=O)CN(c1ccccc1)S(=O)(=O)c1ccccc1` in the list: -1	1	2	-5	6	-2	0	-10	2

(continued)
SMILES	pPAFAH inh	LYPLA2 counter	PREPL inh	ZTA DNA inh	EBNA-1 inh	LYPLA1 inh	PAFAH2 inh	PAFAH1B3 FP inh	PAFAH1B2 FP inh
COc1ccc(NC(=O)CNC(=O)c2sc3ccccc3c2Cl)c(OC)c1	1	-11	10	-3	·	-1	-4	1	2
CC(=O)Nc1ccc(NC(=O)COC(=O)c2cnccn2)cc1	3	4	1	-4	4	0	1	8	1
O=C(CCNS(=O)(=O)c1ccc(Cl)cc1)NCc1cccnc1	3	-2	-2	9	-1	-3	-2	5	2
Cc1noc(C)c1S(=O)(=O)Nc1ccc2c(c1)C(=O)N([C@H](C)CO)C[C@H](C)[C@@H](CN(C)Cc1ccc(C(=O)O)cc1)O2	5	·	15	·	·	·	6	3	1
CC(=O)N1CCN(CC(=O)Nc2ccccc2Sc2ccc(Cl)cc2)CC1	10	3	7	4	4	4	2	0	3
CC(=NCCN1CCN(C(=S)Nc2ccccc2)CC1)C1=C(O)CC(C)(C)CC1=O	1	4	-9	16	4	1	8	0	3
O=c1[nH]c(CSc2nnc(-c3ccncc3)n2Cc2ccco2)nc2ccccc12	3	2	-6	-1	-3	3	0	3	2
O=C(CSc1ccc2ccccc2n1)NC1CC1	1	3	3	12	·	1	-4	11	2
Cc1noc(C)c1C(=O)N1CCCC(C(=O)c2ccc(Cl)cc2)C1 (centres undefined)	6	2	9	-6	-3	-2	5	2	6
O=C(CC1CCCCC1)NCc1ccco1	4	1	-4	2	-8	-3	5	7	2
COc1ccccc1-c1c(C)nn2c(N3CCOCC3)cc(C)nc12	-3	-6	-2	4	-18	-1	9	2	0
O=c1[nH][nH]c(C(F)(F)F)c1C=Nc1cccc(Cl)c1	4	3	-5	3	12	3	-5	-1	4
COc1ccc(N2CC(C(=O)N3CCC4(CC3)CC(=O)c3ccccc3O4)CC2=O)cc1 (centres undefined)	5	8	10	13	1	1	2	5	6
Cc1cc(C)nc(NC(=O)/C=C/c2ccccc2Cl)c1	3	-7	1	5	-6	-7	-6	4	0
CCOc1ccc(C(=O)NC(C(=O)NCC2CCCO2)C(C)C)cc1 (centres undefined)	0	3	-2	11	1	-1	1	0	2
COc1cc(C(=S)N2CCOCC2)cc(OC)c1OC(=O)c1ccc(F)cc1	3	3	8	-11	3	2	-6	9	2
CNCc1ccccc1Sc1ccc(O)c(O)c1	20	8	5	10	7	1	6	5	3
COc1ccc(CNc2ccc(N3CCOCC3)cc2)cc1	-1	6	21	-5	3	-1	-5	4	4
CCOC(=O)c1ccc(COC(=O)c2nonc2N)cc1	4	1	-1	9	-5	-2	8	8	4
COc1cccc(CNC(=O)c2ccc(Cl)c(S(=O)(=O)N3CCOCC3)c2)c1	-2	8	13	2	·	1	9	5	1
CCOc1ccc(-c2onc(C(F)(F)F)c2-c2cscn2)c(O)c1	3	-3	6	25	10	-1	-5	9	0
NC(=O)c1ncc(C(F)(F)F)cc1Oc1cccnc1	4	-4	-9	0	5	-4	-2	3	-1
CCCCOc1ncnc2c1[nH]c1ccc(OCC)cc12	4	-1	5	19	6	-1	4	-1	3
O=C(Nc1ccc(S(=O)(=O)N2CCCCC2)cc1)c1ccco1	5	3	3	-7	1	0	5	-5	2
O=C(CSc1nc(=O)n(CCN2CCOCC2)c2c1CCCC2)Nc1ccc(F)cc1F	2	-1	4	9	5	0	-1	9	5
NC(=O)CC[C@H](NC(=O)c1ccc(F)cc1)C(=O)OCC(=O)NCc1ccc(F)cc1	6	5	6	6	16	-2	5	4	3
CCC(C)(C)NC(=O)C(c1ccc(OC)cc1)N(CC1CCCO1)C(=O)CCC(=O)Nc1cc(C)on1 (centres undefined)	7	-2	4	-2	2	1	-1	6	-3
CS(=O)(=O)NNC(=O)C1Cc2c(ccc3ccccc23)O1 (centres undefined)	1	0	7	-10	-10	-2	2	-4	9
CCOc1ccc(/C=N/OCC(=O)Nc2ccc(OCc3ccccc3)cc2)cc1OC	-3	-18	-26	1	2	-5	-11	1	-4
c1ccc(-c2nnc(CN3CCC4(CC3)OCCO4)o2)cc1	8	-6	-2	5	11	-2	-5	3	2

The last two entries of the section above lead into the next:
SMILES	pPAFAH inh	LYPLA2 counter	PREPL inh	ZTA DNA inh	EBNA-1 inh	LYPLA1 inh	PAFAH2 inh	PAFAH1B3 FP inh	PAFAH1B2 FP inh
CCOc1ccc(/C=N/OCC(=O)Nc2ccc(OCc3ccccc3)cc2)cc1OC	-3	-18	-26	1	2	-5	-11	1	-4
c1ccc(-c2nnc(CN3CCC4(CC3)OCCO4)o2)cc1	8	-6	-2	5	11	-2	-5	3	2
CC(c1ccco1)N(C(=O)C12CC3CC(CC(C3)C1)C2)c1ccccn1 (centres undefined)	9	7	0	11	11	2	5	-8	17
COc1ccc(CC(=O)O/N=C(\N)c2cccc([N+](=O)[O-])c2)cc1	0	15	19	16	11	0	6	2	18
COc1ccc2cc(C(C)c3nc4ccccc4c(=O)n3N)ccc2c1 (centres undefined)	-4	-7	-8	-22	-6	-3	3	-6	0
O=C(COC(=O)c1cc(Cl)ccc1O)NCCNC(=O)COC(=O)c1cc(Cl)ccc1O	1	-1	-4	-2	-3	-1	7	1	0

Some of the compounds tested; count on the stated rates, not on these rows.
